# CAL PDZ FP-1 – blocks peptide binding to the human CAL PDZ domain | Q9HD26 | purified CAL PDZ, TMR-peptide fluorescence polarization, 1 h | inhibition, % at 24.9 µM | actives 0.92% (n = 300,000) | AID 602252;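 active means mean inhibition of at least 30% with at least half of replicates also reaching 30%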;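 further: 0% = DMSO neutral control and 100% = excess unlabeled competitor peptide PRC23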
# Tat transport – blocks Tat-dependent protein export in E. coli; E. coli MC4100 TorA-mCherry Tat export, fluorescence; inhibition, % at 10 µM; actives 0.036% (n = 340,000);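 active means mean replicate inhibition at least 50% and at least half of replicates individually reaching 50%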;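 further: exported cargo escapes ClpAP degradation while cytoplasmic cargo is degraded and loses fluorescence; 0% = median of neutral control wells and 100% = median of NaSCN control wells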
# phage Ecoli inh – E. coli growth loss with phage present | actives 0.26% (n = 360,000) | AID 651602 | growth absorbance | inhibition, % at 11.9 µM; in the data active means inhibition above about 11%
# SR-BI uptake up – enhances SR-BI lipid uptake from DiI-HDL; CHO ldlA[mSR-BI] cells, DiI-HDL uptake fluorescence, 3 h; 100 = double the neutral-control signal; activation, % at 12.5 µM; actives 0.096% (n = 320,000); AID 504775;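 active means mean replicate activation of at least 60% and every replicate at or above 60%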;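 further: 0% = median plate neutral-control signal and 100% = twice that signal; values of inactives mirror those of a sister screen read the other way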
#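 Material – SR-BI-overexpressing, LDLR-lacking CHO cells · Medium – BSA-supplemented, HEPES-buffered Ham's F12, pH 7.4 · Doses – single concentration · Times – compound with DiI-HDL co-incubation, 3 h at 37 °C · Measured by – bottom-read fluorescence, 550/595 nm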
# Wnt bcat act – activates Wnt/beta-catenin signaling in a reporter cell assay | activator, plate reader | AID 743398 | actives 1.2% (n = 300,000) | activation, % at 9.35 µM; in the data active means activation above about 30%, passing the limit was not always enough;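 further: 0% = neutral control wells and 100% = positive control wells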
# SR-BI HDL uptake – inhibitors of mouse SR-BI mediated HDL lipid uptake; inhibition, % at 12.5 µM; actives 0.96% (n = 320,000); ldlA[mSR-BI] CHO cells, DiI-HDL uptake fluorescence, 3 h;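 active means mean replicate inhibition of at least 70% and a set share of replicates each scoring 70 or more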;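 further: 0% = median of neutral control wells and 100% = median of positive control wells; values of inactives mirror those of a sister screen read the other way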
# Target sequence (Q61009 whole entry, looked up): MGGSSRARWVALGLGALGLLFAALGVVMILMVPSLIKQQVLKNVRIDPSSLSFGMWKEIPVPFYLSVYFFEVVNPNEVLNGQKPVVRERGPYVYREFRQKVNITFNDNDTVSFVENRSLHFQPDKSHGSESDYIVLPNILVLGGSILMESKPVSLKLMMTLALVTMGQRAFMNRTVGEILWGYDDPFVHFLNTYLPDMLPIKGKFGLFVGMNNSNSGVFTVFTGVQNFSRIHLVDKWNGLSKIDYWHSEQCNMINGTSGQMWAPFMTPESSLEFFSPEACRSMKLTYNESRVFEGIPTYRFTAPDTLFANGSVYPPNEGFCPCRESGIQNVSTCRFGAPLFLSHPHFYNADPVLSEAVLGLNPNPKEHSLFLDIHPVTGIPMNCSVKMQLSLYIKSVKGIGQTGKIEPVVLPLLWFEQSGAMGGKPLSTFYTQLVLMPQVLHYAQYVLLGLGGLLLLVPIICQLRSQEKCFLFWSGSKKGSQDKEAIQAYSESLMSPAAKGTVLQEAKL
# AddAB inh – less growth of phage-infected E. coli with AddAB. inhibition, % at 11.9 µM. actives 0.29% (n = 330,000). E. coli expressing H. pylori AddAB, absorbance growth; in the data active means inhibition above about 12%;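 further: 0% = vehicle wells of infected cells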
# CAL PDZ FP-2 – blocks peptide binding to human CAL PDZ domain; Q9HD26; purified CAL PDZ, TMR-peptide fluorescence polarization, 1 h; inhibition, % at 20 µM; actives 0.02% (n = 330,000); AID 504414;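 active means highest replicate inhibition of at least 40%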;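 further: plate controls were DMSO neutral control wells for no effect and unlabeled competitor peptide control wells for full effect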
#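 material = purified tagged CAL PDZ domain construct (CerCALP) | compound dosing = 20 µM, one dose | times = 1 h at RT | measured by = fluorescence polarization from S- and P-plane intensities, G-factor corrected | read-out = inhibition from polarization loss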
# MITF act – increases MITF-driven TRPM1 promoter luciferase signal; SK-MEL-5 TRPM1-promoter luciferase, 24 h; % of positive control, neutral wells = 0; activation, % at 12.5 µM; actives 0.75% (n = 300,000);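 active means mean activation of at least 80% with every replicate also reaching 80%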;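 further: 0% = neutral control wells and 100% = parthenolide positive control wells; values of inactives mirror those of a sister screen read the other way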
# Ecoli viability – reduces bacterial viability in AddAB counter-screen | E. coli V3065 growth, OD600 absorbance, 18 h | inhibition, % at 11.9 µM | actives 0.27% (n = 330,000) | AID 449728;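 active means inhibition above the campaign's mean inhibition across all tested compounds plus 3 SD, cut at about 9.9% in these data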;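 further: uninfected addAB+ strain grown without phage in ampicillin broth; 0% = DMSO wells and 100% = ciprofloxacin 0.95 µg/ml wells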
# The depositor's hits bear a star; / = not tested or not shown.
1. Cc1cc(C)c(-c2c(O)c3cccnc3n(C)c2=O)c(C)c1
2. C=CCOC(=O)c1ccc(N2CCN(c3ccccc3)CC2)nc1
3. Cc1onc(-c2ccccc2)c1C(=O)NCCN1CCOCC1
4. CCc1cc(C(=O)NNC(=S)Nc2cc(C)ccc2C)cs1
5. CCOC(=O)C1=C(C)NC(SC(C)=O)=NC1c1ccc(OC(C)=O)c(OC)c1 (centres undefined)
6. O=S(=O)(c1c(F)cccc1F)N(CCc1ccc(F)cc1)C[C@@H](O)COCc1ccccc1
7. Cc1ccccc1NC(=O)c1ccc(-n2cncn2)nc1
8. Nc1cc(Cl)ccc1Oc1ccccc1
9. Nc1nnnn1/N=C/c1ccccn1
10. CC(CC(=O)Nc1nncs1)c1ccccc1 (centres undefined)
entry no. | 1 | 2 | 3 | 4 | 5 | 6 | 7 | 8 | 9 | 10
CAL PDZ FP-1 | / | -5 | 0 | / | 5 | 0 | -4 | / | / | -2
Tat transport | / | 9 | 0 | 3 | -10 | 0 | 0 | -2 | 0 | -6
phage Ecoli inh | 0.2 | 0.2 | -0.5 | 2.7 | 2.0 | 0.2 | 3.7 | 2.0 | 4.1 | 2.1
SR-BI uptake up | / | -19 | 5 | 5 | -29 | -1 | -2 | 23 | 16 | 3
Wnt bcat act | 3 | 5 | / | / | / | -3 | 0 | / | 0 | /
SR-BI HDL uptake | / | 19 | -5 | -5 | 29 | 1 | 2 | -23 | -16 | -3
AddAB inh | 1.8 | -1.9 | 0.8 | 3.3 | 1.7 | / | -1.1 | -1.0 | 1.5 | 2.1
CAL PDZ FP-2 | / | -1.9 | 0.0 | -0.7 | -0.2 | -1.1 | -0.5 | -1.5 | -2.1 | -0.6
MITF act | / | 45 | 3 | 14 | 2 | -3 | / | 20 | 7 | -8
Ecoli viability | -2.3 | -0.7 | 1.6 | 2.3 | -0.6 | / | -3.4 | -2.7 | 0.8 | -0.2

11. COc1ccc(-n2c(Cc3cccs3)nnc2SCC(=O)Nc2ccc3c(c2)OCCO3)cc1
12. COc1ccc(O)c(/C=N/N2CCCCC2)c1
13. Cc1ccc(NS(=O)(=O)c2cccc(C(=O)N3CCCCCCC3)c2)cc1
14. O=C(O)c1ccc2cccnc2n1
15. COc1ccccc1/C=C/CN1CCC(Oc2ccc(C(=O)N3CCCCC3)cc2)CC1
16. Cc1cc(C(=O)CN(Cc2ccc(F)cc2)S(=O)(=O)c2ccc3c(c2)OCCO3)c(C)n1C
17. O=C(NC1CC2CCCC(C1)N2CC(=O)N1CCCc2ccccc21)C1CCCCC1 (centres undefined)
18. COc1ccccc1Oc1ccc(N/C=C/C(=O)C(C)(C)C)cc1
19. COc1ccc(NC(=O)Nc2c(C)n(C)n(-c3ccccc3)c2=O)cc1OC
20. NC(=O)c1ccc(NC(=O)COC(=O)c2cc(S(=O)(=O)N3CCOCC3)ccc2N2CCCCC2)cc1
entry no. | 11 | 12 | 13 | 14 | 15 | 16 | 17 | 18 | 19 | 20
CAL PDZ FP-1 | -3 | 5 | -4 | -1 | 0 | -2 | -2 | -1 | 2 | -7
Tat transport | 5 | -6 | 3 | -7 | 0 | 18 | 5 | 4 | -4 | -5
phage Ecoli inh | -0.1 | 0.2 | 2.7 | 3.7 | -0.5 | 3.6 | 0.4 | 1.2 | -1.3 | 0.1
SR-BI uptake up | -18 | 12 | 27 | 8 | -55 | 31 | 3 | -7 | / | 1
Wnt bcat act | 6 | 33* | -2 | -2 | 0 | / | -5 | 2 | 1 | -3
SR-BI HDL uptake | 18 | -12 | -27 | -8 | 55 | -31 | -3 | 7 | 12 | -1
AddAB inh | 1.5 | 1.6 | 0.3 | 1.0 | 1.9 | 1.7 | 1.1 | 0.7 | -1.6 | 3.5
CAL PDZ FP-2 | -1.5 | -0.5 | -1.2 | -1.5 | -2.0 | -0.8 | -0.2 | -3.4 | -2.0 | -2.9
MITF act | -13 | 30 | -13 | 16 | 3 | -1 | -9 | -9 | 4 | 5
Ecoli viability | -0.6 | -0.5 | 0.1 | -1.7 | -0.2 | 1.4 | -0.1 | -1.5 | -0.8 | 1.8

21. COc1ccc(NC(=O)CN2CCN(CC(=O)Nc3ccccc3OC)CC2)c(OC)c1
22. CN(C(=O)C1CCCC1)C1CCS(=O)(=O)C1 (centres undefined)
23. CCc1nnc(NC(=O)c2ccc(Cl)c(S(=O)(=O)N3CCc4ccccc43)c2)s1
24. COC(=O)c1ccc(N2CCN(S(=O)(=O)c3ccccc3)CC2)c([N+](=O)[O-])c1
25. O=c1cc(CO)oc(C(Nc2ccccn2)c2ccc(F)cc2)c1O (centres undefined)
26. Cc1onc(-c2ccccc2)c1C(=O)NC(=S)NNC(=O)c1ccco1
27. CCCC(c1nnnn1CCc1ccccc1)N1CCN(C(=O)c2ccco2)CC1 (centres undefined)
28. CCOc1ccc(NC(=S)NCc2nc3ccccc3[nH]2)cc1
29. COc1ccc(C(=O)Nc2cccc3nc(C)ccc23)c(OC)c1
30. O=C(Nc1ccc(S(=O)(=O)C(F)F)cc1)c1cccc(S(=O)(=O)N2CCOCC2)c1
entry no. | 21 | 22 | 23 | 24 | 25 | 26 | 27 | 28 | 29 | 30
CAL PDZ FP-1 | -2 | -4 | -3 | -6 | -2 | / | -4 | 7 | 5 | -2
Tat transport | -3 | -8 | 9 | 5 | 10 | 2 | 5 | -35 | 1 | -3
phage Ecoli inh | -0.2 | 2.7 | 0.9 | 3.7 | -0.8 | -7.1 | -0.5 | 20* | 1.6 | 2.6
SR-BI uptake up | -38 | 14 | -13 | -6 | -9 | 1 | 14 | 2 | -53 | -2
Wnt bcat act | 0 | -2 | -3 | -2 | / | 0 | -2 | 2 | 0 | -1
SR-BI HDL uptake | 38 | -14 | 13 | 6 | 9 | -1 | -14 | -2 | 53 | 2
AddAB inh | / | 0.9 | 3.2 | 5.5 | 1.3 | 0.4 | 0.1 | 20* | 0.2 | 0.9
CAL PDZ FP-2 | -0.1 | -1.2 | -1.1 | -1.8 | -0.9 | -1.1 | / | -4.0 | -3.1 | -1.5
MITF act | -13 | -5 | / | -5 | 5 | / | 6 | -10 | 11 | /
Ecoli viability | / | 3.8 | 0.4 | 2.4 | 1.0 | -2.1 | 3.1 | 16* | 0.3 | -1.6

31. COc1cc(C)ccc1Oc1nc(-c2ccccc2O)nc2ccccc12
32. Fc1cccc(-c2csc(-c3ccno3)n2)c1
33. CCCCCn1c(C(Cc2ccccc2)NC(C)=O)nc2ccccc21 (centres undefined)
34. COc1ccc(Cl)cc1C(=O)OCC(=O)NC(=O)c1cccn1C
35. N#CCC(=O)Nc1ccc(C(=O)OCC(=O)N2CCCC2=O)cc1
36. O=C(CSc1nc2ccccc2s1)Nc1cc(S(=O)(=O)N2CCOCC2)ccc1Cl
37. O=C(CNC(=O)c1ccc2ccccc2c1)Nc1ncccc1O
38. O=[N+]([O-])c1ccc(N2CCN(S(=O)(=O)c3ccccc3)CC2)cc1N1CCc2ccccc2C1
39. CCOC(=O)CSc1nc2cc3c(cc2cc1C#N)OCCO3
40. CCN(CC(=O)Nc1c(F)cccc1F)C(=O)CCc1ccc(OC)cc1
entry no. | 31 | 32 | 33 | 34 | 35 | 36 | 37 | 38 | 39 | 40
CAL PDZ FP-1 | -6 | -6 | / | -6 | -1 | -1 | -9 | -4 | 6 | -3
Tat transport | 1 | -2 | -5 | -8 | 6 | 2 | -1 | 0 | -1 | 2
phage Ecoli inh | -0.6 | 2.4 | 1.4 | 3.9 | 1.9 | 2.5 | 2.6 | 1.7 | -0.5 | 1.8
SR-BI uptake up | / | 3 | 11 | -7 | 7 | -17 | 3 | -13 | -9 | -1
Wnt bcat act | 3 | 1 | -4 | / | 2 | / | 20 | 3 | 8 | -2
SR-BI HDL uptake | / | -3 | -11 | 7 | -7 | 17 | -3 | 13 | 9 | 1
AddAB inh | -1.6 | 0.2 | -4.5 | -0.6 | -1.5 | 3.0 | -0.3 | 2.4 | 0.2 | -1.0
CAL PDZ FP-2 | -1.6 | 0.0 | 0.1 | / | -2.5 | 0.0 | 0.8 | -0.4 | -1.4 | -2.1
MITF act | -11 | 7 | 16 | -4 | -1 | -8 | 35 | -5 | 61 | -1
Ecoli viability | 1.5 | -0.4 | 1.2 | 1.0 | -2.5 | -2.1 | 0.3 | 2.5 | -0.6 | -0.8

41. CC(C)c1ccccc1NC(=S)NCc1ccncc1
42. COc1ccc(/C=C/C(=O)Nn2cnnc2)cc1
43. COc1ccc2c(c1)CCc1cnc(N)nc1-2
44. CCCc1cc(=O)oc2cc(C)cc(OCC(=O)NCCCN3CCOCC3)c12
45. Cc1cc(Cl)c2oc(C(=O)NCC(C)(C)N3CCOCC3)c(C)c2c1
entry no. | 41 | 42 | 43 | 44 | 45
CAL PDZ FP-1 | / | -3 | 0 | 2 | 3
Tat transport | 7 | 14 | 8 | 1 | 1
phage Ecoli inh | 2.9 | 3.0 | 2.6 | 2.7 | 1.0
SR-BI uptake up | 5 | 8 | -3 | -10 | 11
Wnt bcat act | -2 | -2 | -2 | 1 | 9
SR-BI HDL uptake | -5 | -8 | 3 | 10 | -11
AddAB inh | -1.0 | 0.2 | 1.3 | 0.1 | 2.4
CAL PDZ FP-2 | 0.1 | 0.3 | -0.6 | -1.6 | -1.5
MITF act | 4 | 0 | 22 | 5 | 61
Ecoli viability | 0.2 | -1.9 | -2.2 | -3.2 | 0.2

# Part of the list above in order of formula weight, high to low.
38. O=[N+]([O-])c1ccc(N2CCN(S(=O)(=O)c3ccccc3)CC2)cc1N1CCc2ccccc2C1
40. CCN(CC(=O)Nc1c(F)cccc1F)C(=O)CCc1ccc(OC)cc1
41. CC(C)c1ccccc1NC(=S)NCc1ccncc1
42. COc1ccc(/C=C/C(=O)Nn2cnnc2)cc1
43. COc1ccc2c(c1)CCc1cnc(N)nc1-2
entry no. | 38 | 40 | 41 | 42 | 43
CAL PDZ FP-1 | -4 | -3 | / | -3 | 0
Tat transport | 0 | 2 | 7 | 14 | 8
phage Ecoli inh | 1.7 | 1.8 | 2.9 | 3.0 | 2.6
SR-BI uptake up | -13 | -1 | 5 | 8 | -3
Wnt bcat act | 3 | -2 | -2 | -2 | -2
SR-BI HDL uptake | 13 | 1 | -5 | -8 | 3
AddAB inh | 2.4 | -1.0 | -1.0 | 0.2 | 1.3
CAL PDZ FP-2 | -0.4 | -2.1 | 0.1 | 0.3 | -0.6
MITF act | -5 | -1 | 4 | 0 | 22
Ecoli viability | 2.5 | -0.8 | 0.2 | -1.9 | -2.2
